From PubChem BioAssay
H9c2 TAG inh: triacylglycerol accumulation inhibition; H9c2 cells, Nile Red lipid (TAG) fluorescence; cells loaded with 200 µM oleic acid; inhibition, % at 12.5 µM; 230,000 compounds, 0.66% hits; AID 651582;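 active = pattern-corrected inhibition of lipid staining of at least 50% with the nuclear-stain viability signal not falling by more than 50%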;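 also: 0% = DMSO wells and 100% = triacsin C control wells; some results filed as inactive read as strong as hits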
H9c2 TAG inh DAPI viability: second read-out of H9c2 TAG inh, no call of its own (marks repeat the call); DAPI nuclei signal change (viability), lower = more cytotoxic, %;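 whole-well DAPI fluorescence read on a plate reader as a viability signal; minus 50 percent equals half of cells still viable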
* hit, by the source's call. These rows are one share of the data, so the mix of outcomes need not match the whole.

compound	H9c2 TAG inh	H9c2 TAG inh DAPI viability
O=C(NCCN1CCOCC1)c1cc(-c2cccs2)nc2ccccc12	13	35
CCOC(=O)c1c(C)[nH]c(C(C)=NNC(=O)c2cccs2)c1C	-17	6
C[C@H]1CN=C(N(C)C)N1CCCC1CCCC1	-2	14
CC1(C)Cc2c(cnn2-c2ccc(F)cc2)C(NC(=O)CCC(F)(F)F)C1 (configuration not stated)	10	-9
C1=C(N2CCOCC2)/C(=C/c2nc3ccccc3[nH]2)CC1	18	-9
COc1cccc(CNC(=O)CCC2CCCN(Cc3cc(Cl)ccc3O)C2)c1 (configuration not stated)	-10	5
Cc1noc(C)c1COc1ccccc1C(=O)Nc1cccc(S(=O)(=O)N(C)C)c1	2	-1
CCNC(=O)CCc1nc(-c2ccc(C(C)(C)C)cc2)no1	-3	-10
CCC(CO)Oc1cc(NCc2ccccc2C)c2ncn(C(C)C)c2c1 (configuration not stated)	1	3
CCOC(=O)[C@@H]1[C@H]2COc3ccccc3[C@@H]2N2C(=O)N(c3ccc(OC)cc3)C(=O)[C@]12C	4	-2
O=C(NNC(=O)C(O)c1ccccc1)NC1CCCCC1 (configuration not stated)	7	-5
Cc1ccc(C(=O)N2CCOCC2)cc1S(=O)(=O)N1CCOCC1	1	7
Cc1ccccc1OS(=O)(=O)c1cn(C)c(=O)n(C)c1=O	5	-6
CCCC(=O)N1CCC1(C)C(=O)NS(=O)(=O)c1cc2c(cc1C)CCCS2(=O)=O (configuration not stated)	12	6
Cc1ccc(NC(=O)c2onc(C)c2Cl)cc1	0	-3
COc1cc(OC)c2c(-c3cccc(-c4ccc(OC(F)(F)F)cc4)c3)cc(=O)oc2c1	-9	-1
Cc1ccc(OCCN(C)C(=O)c2cc(COc3ccc(F)cc3F)on2)cc1	-5	-5
CC(=O)NC1C(c2nc3ccccc3s2)=C(c2ccccc2)C(=O)N1c1ccc(C)cc1 (configuration not stated)	10	-5
CCOC(=O)C1C(=O)NC(C(=O)OCC)(C(=O)OCC)C1C(C)CC (configuration not stated)	3	0
CC1CC(C)CN(c2ccc(NS(=O)(=O)c3ccccc3)cc2C(=O)O)C1 (configuration not stated)	9	-2
COCCNC(=O)C1(C)CCN(C(=O)c2cccc(C)c2C)C1 (configuration not stated)	-1	4
CCCCn1nnnc1SCC(=O)N1CCCC1	-13	4
Cc1nc2ccccc2n1CCN1CCOCC1	1	-3
NC(=O)NC(=O)CSc1nc(-c2ccccc2)c(-c2ccccc2)n1CC1CCCO1 (configuration not stated)	15	-4
COc1ccc(S(=O)(=O)N2CCc3ccccc32)cc1C(=O)Nc1cccnc1	7	-2

Brought forward from above: five compounds, then new ones.
compound	H9c2 TAG inh	H9c2 TAG inh DAPI viability
COCCNC(=O)C1(C)CCN(C(=O)c2cccc(C)c2C)C1 (configuration not stated)	-1	4
CCCCn1nnnc1SCC(=O)N1CCCC1	-13	4
Cc1nc2ccccc2n1CCN1CCOCC1	1	-3
NC(=O)NC(=O)CSc1nc(-c2ccccc2)c(-c2ccccc2)n1CC1CCCO1 (configuration not stated)	15	-4
COc1ccc(S(=O)(=O)N2CCc3ccccc32)cc1C(=O)Nc1cccnc1	7	-2
CSc1ccccc1OCc1cc(C(=O)N2CCC(Oc3cccnc3)CC2)no1	14	-2
COc1ccccc1C(=O)NC(CCSC)C(=O)NCc1ccccn1 (configuration not stated)	-7	-5
CC1(C)Cc2nc3sc4c(=O)n(CC(N)=O)cnc4c3cc2CO1	-1	4
Cc1ccc(C2=Nc3ccc(Br)cc3C(c3ccncc3)=NN2)cc1	-8	12
CCC(=O)NC1OC(CO)C(O)C(O)C1O (configuration not stated)	11	-2
COc1ccc(-c2coc3c(C(=O)NCc4ccc(F)c(F)c4)cccc23)c(C)c1	-6	9
CC(=O)N1CCc2cc(Br)cc(S(=O)(=O)CCC(=O)N3CCN(c4ccccn4)CC3)c21	-25	4
COc1ccc(S(=O)(=O)N2CCCCCC2)cc1C(=O)N(C)Cc1cccc(OC)c1OC	0	5
CS(=O)(=O)NCc1csc(-c2ccccc2)n1	-7	6
Cc1ccc(C)c(Nc2cc(C(=O)NCc3cccnc3)c3ccccc3n2)c1	11	-7
c1ccc(-c2nnc(CN3CCN(c4ccccc4)CC3)o2)cc1	3	-7
O=C(CCN1C(=O)c2ccccc2C1=O)N1CCOCC1	-15	4
Cc1cc(C(=O)N2CCN(C(c3ccccc3)c3ccccc3)CC2)on1	-7	-5
COc1ccc2c(c1)[C@@H]1[C@H](CO2)[C@H](c2ccccc2)[C@]2(C)C(=O)Nc3ccc(C)cc3C(=O)N12	-12	5
CCOC(=O)COn1c(=O)c(=O)n(OC)c2ccccc21	10	-16
CCCn1nc(C(=O)N2CCN(c3ccccn3)CC2)c2ccccc2c1=O	-5	-3
COc1cc(C(C#N)N2CCC(c3ccccc3)=N2)ccc1O (configuration not stated)	-8	2
Cn1c(=O)c2c(nc(N/N=C/c3cccs3)n2Cc2ccccc2)n(C)c1=O	-6	10
CCC(C)c1ccccc1NC(=S)Nc1cccnc1 (configuration not stated)	-35	-10
CCOC(=O)Cc1csc(NC(=O)c2c(O)c3c(n(CC(C)C)c2=O)CCCC3)n1	2	-3
c1coc(-c2nc3nc4ccccc4nc3n2-c2ccc3c(c2)OCCO3)c1	9	-10
CCOC(=O)C1CCN(S(=O)(=O)c2ccc(C)c(C(=O)NC3CCCCC3)c2)CC1	5	4
Cc1cnn(C(=S)NCc2ccco2)c1	10	-12
CCN(CC)CCC/C(=N\O)C(O)(c1ccccc1)c1ccccc1	7	2
O=C(CCNS(=O)(=O)c1ccc(Br)cc1)N1CCCCCCC1	-14	6

Reprinted from the part before: 2 entries, followed by the next part.
compound	H9c2 TAG inh	H9c2 TAG inh DAPI viability
CCN(CC)CCC/C(=N\O)C(O)(c1ccccc1)c1ccccc1	7	2
O=C(CCNS(=O)(=O)c1ccc(Br)cc1)N1CCCCCCC1	-14	6
CN(NS(=O)(=O)c1ccc([N+](=O)[O-])cc1)c1ccccc1	2	-3
Nc1nc(COC(=O)C2CC(=O)N(Cc3ccccc3)C2)nc(Nc2ccccc2)n1 (configuration not stated)	-11	-3
CNC(=O)C(=O)NCC1OCCCN1S(=O)(=O)c1ccc2c(c1)OCCO2 (configuration not stated)	4	-2
Cc1cc(C(=O)CSc2nnc(-c3ccco3)o2)c(C)n1Cc1ccco1	-9	1
CCOC(=O)c1nc(-c2ccccc2)oc1N1CCOCC1	12	9
c1ccc2c(-c3cc(NCc4ccncc4)n4nccc4n3)cccc2c1	4	-2
CCCCc1ccc(NC(=S)N2CCC(O)CC2)cc1	-5	9
C=CC[C@@H](CC(=O)NCCO)C(=O)NCCOC(=O)[C@@H](CC=C)Cc1ccc(F)cc1	8	2
CC(=C/C(=O)O)/C(=C\c1ccc(Br)o1)C(=O)O	12	-1
CCOC(=O)CSc1nnc(Cc2cc(=O)[nH]c(=O)[nH]2)n1-c1ccc(Cl)cc1	8	-4
C/C(=N\NC(=O)COc1ccccc1[N+](=O)[O-])c1cccc(NC(=O)c2ccncc2)c1	8	5
CCCN1CCc2c(sc(NC(=O)CCS(=O)(=O)c3ccccc3)c2C(N)=O)C1	-20	-2
COC(=O)c1c(NC(=O)/C=C/C(=O)O)sc(C)c1-c1ccc(C(C)C)cc1	14	13
C/C=C1\COC(C(=O)NCc2ccccc2)(C(F)(F)F)C=C1C=C1CCCCC1 (configuration not stated)	-6	-2
CCCCC(=O)Nc1ccc(C(=O)N(CC)c2ccccc2C)cc1	0	-5
CC(=O)c1c(C)[nH]c(C(=O)OCC(=O)c2ccc3c(c2)NC(=O)CO3)c1C	18	1
O=C(NC12CC3CC(CC(C3)C1)C2)N1CCC(n2nnc3ccccc32)CC1	15	2
CC1CCCCC12NC(=O)N(CC(=O)NCc1cccs1)C2=O (configuration not stated)	-1	5
O=S1(=O)CCOC[C@H](CC2CCCCC2)N1Cc1cccc(F)c1	2	-29
CC(C)OP(=O)(OC(C)C)C(Nc1ccccc1)c1cccnc1 (configuration not stated)	-2	3
C[C@H](CO)N1C[C@H](C)[C@H](CN(C)S(C)(=O)=O)OCc2cnnn2CCCC1=O	3	1
COc1ccc(N(CC(=O)Nc2cccc(C)c2)S(=O)(=O)c2ccc(C)cc2)cc1OC	-6	0
COc1ccccc1NC(=O)/C(C#N)=C/c1cccnc1	5	-5
CCOC(=O)c1cnn2c(C)cc(-c3ccccc3)nc12	27	23
Cc1nc(Cl)c2c(n1)N(CC(N)=O)C(=O)CO2	0	1
Nc1nc(SCC(=O)Nc2ccc(Cl)cc2C(F)(F)F)n[nH]1	2	-8
Cc1ccc(S(=O)(=O)N2CCCCC2CCNC(=O)C(=O)NCc2ccccc2)cc1 (configuration not stated)	39	-28
CC(=O)c1sc(NC(=O)c2ccc(C)cc2)nc1C	-5	-3
Clc1ccc(Cn2nnc3ccccc32)cc1	-7	9
COc1ccc(C(=O)c2cnc3ccccc3c2-c2ccccc2)cc1	-202	-5
Cc1ccc(C(=O)Nc2ccc(Cc3ccncc3)cc2)cc1[N+](=O)[O-]	-11	-3
CCOC(=O)CN1C(=O)S/C(=C/c2ccc(N3CCCCC3)o2)C1=O	-37	-9
CCOC(=O)N1CCC(NC(=O)c2cc(S(=O)(=O)N3CCc4ccccc43)cn2C)CC1	19	-3
COc1ccc(C(=O)c2cnc[nH]2)cc1OC	-2	6
COc1ccccc1CC(=O)NNS(=O)(=O)c1ccccc1[N+](=O)[O-]	16	-2
Cc1cc(C)c2nc(N3CCC(C(=O)N4CCN(C(=O)c5ccco5)CC4)CC3)sc2c1	24	-12
CN(CC(=O)Nc1ccc(Cl)c(C(F)(F)F)c1)C(=O)Cc1c[nH]c2ccccc12	2	-3
Cc1ccc(CC(=O)NCCCn2ccnc2)cc1	-4	-1
CC1(C)Cc2ccccc2C(NNC(=O)c2ccccc2)=N1	1	2
Cc1ccc(SCCNC(=S)Nc2ccccc2)cc1	7	-2
CCOCC(=O)Nc1ccc(S(=O)(=O)N2CCOCC2)cc1	-3	-9
COc1ccc(C(=O)Nc2cccc(C(=O)NCc3ccccc3)c2)cc1	-2	-6
COC(=O)Cn1cc(C(=O)C(C)(C)C)c2ccccc21	-5	-3
O=C(O)c1ccc(S(=O)(=O)c2ccc3c(c2)C(=O)N(c2ccccc2[N+](=O)[O-])C3=O)cc1	20	3
O=C(CCC1=NS(=O)(=O)c2ccccc2N1)NC1CCCCCCC1	-4	3
CCN1C(=O)c2ccc(C(=O)Nc3ncc(C)s3)cc2C1=O	-3	5
CCOC(=O)N1CCN(Cc2nc(-c3cccs3)no2)CC1	-2	-12
COC(=O)c1sc(NC(=O)CSc2nc3nc(C)cc(C)n3n2)c(C(=O)OC)c1C	0	-1
Cc1ccc(NC(=O)c2ccc3nc(N4CCOCC4)sc3c2)c(Cl)c1	3	9
CN(C)c1nc(N)c(C(=O)N=C(N)N)nc1Cl	14	-3

(listing goes on)
compound	H9c2 TAG inh	H9c2 TAG inh DAPI viability
COc1ccccc1CNc1nc(NCC2CC2)nc2ccsc12	-35	12
C/C(=N\NC(=O)CC1N=C(Cc2ccccc2)NNC1=O)c1ccccc1 (configuration not stated)	-5	-6
COc1ccc(N2C(=O)CCC(C(=O)N3CCCCCC3)C2c2ccc(OC)c(OC)c2)cc1 (configuration not stated)	3	-8
CSc1nc2ccccc2n1CC(=O)Nc1cc(C(F)(F)F)ccc1N1CCOCC1	-19	-11
CCn1c(C)cc(C(=O)COC(=O)c2cccnc2SC)c1C	17	-3
O=C(O)CCS(=O)(=O)c1cc(Br)cc2c1N(C(=O)C1CC1)CC2	0	6
CCCCn1nnnc1SCC(=O)Nc1cccc(C)n1	-4	3
CC(C)(O)c1ccccc1CC[C@@H](SCC1(CC(=O)O)CC1)c1cccc(/C=C/c2ccc3ccc(Cl)cc3n2)c1	1	4
CC(C)Cn1c(CN2C(=O)c3ccccc3C2=O)nc2ccccc2c1=O	-19	9
NC(=O)SCC(=O)Nc1ccc(Cl)c(Cl)c1	0	5
COc1ccc(OC)c(-c2cc(C(=O)N/N=C(\C)c3cccnc3)c3ccccc3n2)c1	4	-4
COc1ccc(C(=O)N/N=C/c2ccc(OC)c(OS(=O)(=O)c3ccccc3)c2)cc1	8	-5
Cc1ccc2c(c1)-c1cc(C)ccc1C2=O	-8	7
COc1ccc(S(=O)(=O)N2CCCCCC2)cc1C(=O)N(C)CC(=O)Nc1ccccc1C(F)(F)F	-8	-2
Cc1cc(CNC(=O)CC2C(=O)NCCN2Cc2ccccc2C(F)(F)F)on1 (configuration not stated)	22	7
O=c1[nH]c2ccccc2n2c(-c3ccccc3)nnc12	-12	1
CSCCC(NC(=O)c1ccccc1Cl)C(=O)Nc1ccncc1 (configuration not stated)	-3	8
